Source: PubChem BioAssay
FUS yeast rescue: suppressors of FUS proteinopathy in yeast; S. cerevisiae FUS-expressing, growth rescue, OD600, 24 h; Potency, µM (top dose mostly 76.6 µM), for inactives: top-dose growth rescue (activation), usual class: activators; hit rate 0.24% among 390,000;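 also: potency is read from the fitted curve at half-maximal effect; plate controls were DMSO vehicle for no effect and reference control for full effect; nearly all actives have a fitted effect of over 55% in size; some results filed as inactive show a strong effect at the top dose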
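Galactose (2%) drives FUS expression in yeast precultured in raffinose; seeding density OD 0.005. Test compounds incubated 24hr at 30C and 99% humidity before absorbance at 600 nm was measured.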
DRD3 antagonist: D3 dopamine receptor (human) antagonism; D3R cells, DiscoveRx beta-arrestin luminescence, antagonist mode; stronger effect = lower value; max response, negative = inhibition, %; hit rate 2.5% among 360,000; AID 652054; in the data active = max response below about -50%; inconclusive = no clear call, values can overlap the other calls; also: % is scaled to controls: 0 for no effect and ±100 for the full control effect; mostly tested at two doses, the higher about 12 µM
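Cells expressing the human receptor were seeded at 1500 cells/well, incubated overnight at 37 degrees C in 5% CO2, then exposed to library compounds with dopamine controls for 90 minutes at 37 degrees C before luminescent detection.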
aSyn rescue: inhibitors of alpha-synuclein toxicity in yeast. Yeast expressing alpha-synuclein, growth rescue, BacTiter-Glo, 24 h. Potency, µM (highest dose often 46.1 µM), for inactives: at the top dose growth rescue (activation), hits mostly activators. hit rate 0.14% among 370,000. AID 652106; also: potency is read from the fitted curve at half-maximal effect; % of control where 0% means no effect; nearly all actives have a fitted effect of over 65% in size
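Rescue of yeast growth: cells expressing toxic alpha-synuclein, induced in galactose at OD600 0.02, incubated with compound 24 h at 30 C. ATP luminescence quantified growth; inhibitors of toxicity appear as activators.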
TDP-43 yeast inh: TDP-43 toxicity inhibition in yeast | Potency, µM (doses to about 46.1 µM), for the others: at the highest dose growth rescue (activation), most hits filed as activators | TDP-43 expressing yeast growth rescue, BacTiter-Glo, 24 h | hit rate 1.8% among 410,000; also: potency is read from the fitted curve at half-maximal effect; % of control where 0% means no effect; nearly all actives have a fitted effect of over 50% in size
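Cell-based yeast growth screen: TDP-43 expression induced in galactose, inoculum OD600=0.02 after raffinose pregrowth to mid-log. Read-out BacTiter-Glo luminescence at 24 hr, 30 deg C; inhibition of toxicity seen as signal increase.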
D3 ag: D3 dopamine receptor (human) agonism. hit rate 0.58% among 410,000. P35462. max activation, %. D3R DiscoveRx beta-arrestin cells, luminescence, 90 min; in the data active = max activation above about 30%; also: 0% is about no effect; mostly tested at two doses, the higher about 12 µM
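Cells at 1500/well, incubated overnight, then treated with pinned compounds (dopamine as control) for 90 min at 37 degrees C. DiscoveRx reagent added for 30 - 60 minutes at room temperature; luminescence read.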
EPAC2 agonist: EPAC2 (human) agonism | Q8WZA2 | EPAC2 activation, biochemical qHTS; response scale: 100% = 6.5 mM cAMP response | Potency, µM (titrated, usually from 154 µM), inactives show top-dose activation, usual class: activators | hit rate 0.079% among 360,000; also: potency is read from the fitted curve at half-maximal effect; nearly all actives have a fitted effect of over 50% in size
Target sequence (Q8WZA2 whole entry, looked up): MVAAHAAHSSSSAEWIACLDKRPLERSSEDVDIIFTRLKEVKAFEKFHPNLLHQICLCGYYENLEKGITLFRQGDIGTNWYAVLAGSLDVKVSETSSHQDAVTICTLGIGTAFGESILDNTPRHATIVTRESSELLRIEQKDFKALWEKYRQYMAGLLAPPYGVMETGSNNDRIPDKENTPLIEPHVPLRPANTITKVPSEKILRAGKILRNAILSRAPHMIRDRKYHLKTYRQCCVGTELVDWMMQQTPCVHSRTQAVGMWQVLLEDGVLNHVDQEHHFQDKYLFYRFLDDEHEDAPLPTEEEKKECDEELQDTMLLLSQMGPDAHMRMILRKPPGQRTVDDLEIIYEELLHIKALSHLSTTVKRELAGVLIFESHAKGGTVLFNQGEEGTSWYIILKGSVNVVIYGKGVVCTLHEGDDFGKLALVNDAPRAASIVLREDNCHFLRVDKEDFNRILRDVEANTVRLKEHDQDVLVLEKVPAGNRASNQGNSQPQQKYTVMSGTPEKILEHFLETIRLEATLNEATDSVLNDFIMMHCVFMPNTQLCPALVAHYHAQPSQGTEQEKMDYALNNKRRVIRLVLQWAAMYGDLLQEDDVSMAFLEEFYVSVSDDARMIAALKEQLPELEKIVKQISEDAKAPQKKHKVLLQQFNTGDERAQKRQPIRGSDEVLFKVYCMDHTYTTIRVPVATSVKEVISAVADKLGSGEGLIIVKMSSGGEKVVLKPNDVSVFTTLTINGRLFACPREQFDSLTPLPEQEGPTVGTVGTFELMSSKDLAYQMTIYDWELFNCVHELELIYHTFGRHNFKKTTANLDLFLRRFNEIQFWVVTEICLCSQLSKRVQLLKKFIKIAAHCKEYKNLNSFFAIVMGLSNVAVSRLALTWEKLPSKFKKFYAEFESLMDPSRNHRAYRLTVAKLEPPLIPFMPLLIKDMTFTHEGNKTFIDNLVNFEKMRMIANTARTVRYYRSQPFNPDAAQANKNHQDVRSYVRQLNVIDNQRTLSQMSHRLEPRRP
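Readout is BODIPY fluorescence (480 nm excitation, 540 nm emission), which falls as labeled GDP is exchanged off Rap1B. EPAC2 at 100 nM acted on 250 nM RAP1B-BODIPY-GDP with 50 uM GDP present.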
EPAC2 antagonist: EPAC2 (human) antagonism. Q8WZA2. EPAC2 GEF exchange of Rap1B-BODIPY-GDP, fluorescence. Potency, µM (titrated, usually from 114 µM), inactives show at the highest dose activity, negative = inhibition, most hits filed as inhibitors. hit rate 0.18% among 360,000. AID 720708; also: potency is read from the fitted curve at half-maximal effect; % is scaled to controls: 0 for no effect and ±100 for the full control effect; nearly all actives have a fitted effect of over 45% in size; many of its hits are not listed in these tables
Abeta yeast res: restores growth of yeast expressing A-beta42 peptide. yeast expressing A-beta42, growth rescue, OD600, 48 h; response scale: 0% DMSO, 100% iron-clioquinol control. Potency, µM (top dose mostly 46.1 µM), for inactives: at the highest dose growth rescue, hits mostly activators. hit rate 0.063% among 410,000; also: potency is read from the fitted curve at half-maximal effect; nearly all actives have a fitted effect of over 55% in size
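Growth rescue measured by 600 nm absorbance after 48 h yeast culture at 30 C with compound. Values normalized between DMSO and an equimolar ferric chloride plus clioquinol control.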
* = called active by the depositor; ? = inconclusive; . = not tested or not shown; & = joins results of further samples; [ ] = dose if it differs, or a comment. Unless noted, calls follow the shape of the dose curve; as a rule, active = well fitted curve in the direction sought with a large enough effect; inconclusive = small, poorly fitted or top-dose-only effect, or another doubt; inactive = no such curve, though single readings can be large; an effect the other way counts as inactive or inconclusive. The list is partial. The share of hits here may be higher or lower than overall.

SMILES	FUS yeast rescue	DRD3 antagonist	aSyn rescue	TDP-43 yeast inh	D3 ag	EPAC2 agonist	EPAC2 antagonist	Abeta yeast res
CN1c2ccccc2-c2nc3ccccc3n2C1c1ccco1 (stereo unspecified)	11%	-29	-18%	19%	0	6%	-1%	-62%[inhibitor]
COc1cc(/C=N/Nc2ccc(C)cc2)cc(Br)c1O	28%	-3	6%	-2%	-11	0%	-14%	-9%
Cc1ccc(C)c(S(=O)(=O)N(C)c2ccc(OC(=O)CN3C(=O)NC4(CCCC4)C3=O)cc2)c1	8%	-2	-1%	8%	-4	0%	-9%	14%
Cc1ccc(S(=O)(=O)N2CCN(C)CC2)cc1C(=O)NC1CCCCC1	.	-2	-7%	-4%	-10	16%	-11%	-12%
CCOC(=O)CSc1nnc([C@H](CC(C)C)NC(=O)OC(C)(C)C)o1	-11%	0	4%	19%	3	4%	14%	-1%
CC(=O)c1ccc(N2CCN(S(=O)(=O)c3c(C)[nH]c(=O)[nH]c3=O)CC2)cc1	?	-12	-1%	-15%	2	1%	7%	-9%
COc1ccccc1NS(=O)(=O)c1cccc(C(=O)NC2CCN(Cc3ccccc3)CC2)c1	31%	-95*	-10%	0%	-24	14%	24%	-10%
COc1ccc(NC(=O)CN(c2cccc(C)c2C)S(=O)(=O)c2ccccc2)cc1OC	?	.	.	?	6	.	.	7%
CCOC(=O)Cn1nc(C)c(NC(=O)COc2ccc(OC)cc2)c1C	-2%&-5%	10	-5%	-10%&-3%	3&-21	5%	2%	1%&-8%
O=C(CSc1ncc(-c2ccccc2)[nH]1)Nc1ccc(Cl)cc1	35%	.	.	22µM*	5	.	.	-1%
CC(C)NCc1cccc([N+](=O)[O-])c1	18%	0	0%	?	-39	-1%	23%	-20%
Cc1cccc(NC(=O)c2cc(S(=O)(=O)NCc3ccco3)ccc2F)c1C	25%	4	7%	-7%	-19	1%	-2%	12%
Cc1ccc(C)c(NC(=O)CCC(=O)NNC(=O)C(c2ccccc2)c2ccccc2)c1	4%	22	0%	-1%	-2	9%	1%	-1%
Nc1nc(CSCCO)nc(Nc2ccc(F)cc2)n1	-1%	19	4%	6%	-2	-3%	-4%	9%
O=C(Cn1cnc2c(NC(=O)OCc3ccccc3)ncnc21)NCCN1CCOCC1	13%	-1	-3%	-8%	25	3%	1%	-14%
Cc1ccc(-n2c(SCC(=O)N3CCOCC3)nnc2-c2ccncc2)cc1C	-11%	-14	0%	2%	1	9%	-4%	0%
O=C(NCc1ccccc1Cl)c1ccc(CSc2nc3ccncc3[nH]2)cc1	-2%	-26	-10%	3%	-8	11%	-6%	13%
O=C(Nc1ccc(S(=O)(=O)Nc2nccs2)cc1)c1nn(-c2ccccc2)ccc1=O	24%	-22	-8%	-2%	2	2%	13%	-28%
CCCNC(=O)Nc1cc(S(=O)(=O)CC)ccc1O	-14%	3	-5%	10%	3	5%	2%	18%
Cc1ccc2nc(SCc3nnc(-c4ccccc4[N+](=O)[O-])o3)c(C#N)cc2c1	17%	-25	7%	-9%	-12	0%	3%	11%
Cc1c(Br)c([N+](=O)[O-])nn1C(C)C(=O)Nc1c(C)n(C)n(-c2ccccc2)c1=O (stereo unspecified)	-11%	7	-6%	-11%	4	2%	4%	17%
Cc1ccccc1C(=O)Nc1ccc(S(=O)(=O)N2CC(C)OC(C)C2)cc1 (stereo unspecified)	7%	-22	1%	-7%	3	21%	-5%	-1%
CC(C)COC(=O)c1cccc2c1-c1ccccc1/C2=N\O	3%	-28	-18%	?	2	1%	-23%	-20%
COC(=O)[C@@]12C[C@@H](CC(=O)NCCCCc3ccccc3)C(=O)N(Cc3ccco3)C1=CCC(C)(C)C2	?	1	?	8%	-9	4%	-25%	6%
CCCNC(=S)N1CCC(NC(=O)c2ccc(C)cc2)CC1	13%	-7	-12%	-4%	-10	6%	-1%	8%
CC(=O)Nc1ccc(Nc2ccc(S(=O)(=O)C(F)(F)F)cc2[N+](=O)[O-])cc1	16%	-12	-10%	?	-9	-3%	2%	30%
O=S(=O)(c1cnccc1N1CCN(CCO)CC1)N1CCCCC1	6%	4	5%	8%	3	-2%	5%	10%
CCC1(OC(=O)CN(C)C)C(=O)OCc2c1cc1n(c2=O)Cc2cc3c(N)cccc3nc2-1 (stereo unspecified)	.	-1	1%	14%	-9	-4%	6%	-10%
Cc1ccccc1NC(=O)c1cc2c(C)nc3ccccc3c2o1	-5%	5	1%	?	2	0%	2%	3%
O=C(Nc1nc2c(s1)CCCCCC2)Nc1ccc(F)cc1F	-5%	.	.	19%	-11	.	.	-5%
CCCn1c(=S)[nH]c2cc(C(=O)N3CCN(c4ccccc4OC)CC3)ccc2c1=O	11%	-12	-14%	-15%	-11	-4%	-9%	-1%
O=C(Nc1cccnc1)c1cccc(S(=O)(=O)Nc2ccccc2F)c1	7%	19	-1%	2%	-8	5%	-2%	2%
CC1(NS(=O)(=O)c2ccc(Cl)s2)CCS(=O)(=O)C1 (stereo unspecified)	44%	0	-2%	-6%	-3	-5%	?	11%
COCCCNCC(O)COc1cccc2[nH]c(C)cc12 (stereo unspecified)	-7%	-5	3%	-5%	-9	1%	2%	8%
O=C(OCc1ccccc1)N1CCCC1/C=C/CN1CCOCC1 (stereo unspecified)	3%	-8	2%	-5%	-12	2%	2%	-21%
Cc1c(-n2c(O)c(C3=c4ccccc4=NC3=O)sc2=S)c(=O)n(-c2ccccc2)n1C	4%	-26	-16%	-2%	1	-1%	6%	-17%
O=C(Cn1cc(/C=N/NC(=O)c2cccc(C(F)(F)F)c2)c2ccccc21)Nc1ccc(F)cc1	7%	6	-4%	-6%	-2	-22%	6%	1%
Cc1cc(N)c2ccccc2n1	-20%	5	1%	0%	4	9%	-1%	7%
CCOC(=O)C(=O)NCc1ccc(/C=C2/N=C(C)C(C(=O)OCC)=C2O)o1	19%	6	3%	0%	2	8%	2%	-19%
Cc1ccc(C(NC(=O)NCCCN2CCOCC2)=C(Cl)Cl)cc1F	8%	-75*	-11%	1%	0	-3%	3%	-3%
COc1ccc2c(c1OC)C(=O)OC2Nc1ccccc1S(=O)(=O)C(F)F (stereo unspecified)	-27%	-6	2%	-8%	-11	7%	-2%	5%
CCCCOc1ccc(C(=O)Nc2nnc3n2CCS3)cc1	4%	.	5%	24%	-12	.	.	-16%
Cc1cc(C)c(C(=O)COc2cccnc2[N+](=O)[O-])cc1C	15%	-17	5%	?	-5	10%	0%	?
Cn1nc([N+](=O)[O-])nc1Oc1ccccc1	-3%	5	-7%	-3%	11	5%	-2%	12%
O=[N+]([O-])c1cccc(CN2CCCCCC2)c1	6%	-55*	-11%	1%	-25	2%	-1%	0%

An excerpt of these results, in markdown:
| SMILES | FUS yeast rescue | DRD3 antagonist | aSyn rescue | TDP-43 yeast inh | D3 ag | EPAC2 agonist | EPAC2 antagonist | Abeta yeast res |
| --- | --- | --- | --- | --- | --- | --- | --- | --- |
| Cc1c(-n2c(O)c(C3=c4ccccc4=NC3=O)sc2=S)c(=O)n(-c2ccccc2)n1C | 4% | -26 | -16% | -2% | 1 | -1% | 6% | -17% |
| O=C(Cn1cc(/C=N/NC(=O)c2cccc(C(F)(F)F)c2)c2ccccc21)Nc1ccc(F)cc1 | 7% | 6 | -4% | -6% | -2 | -22% | 6% | 1% |
| Cc1cc(N)c2ccccc2n1 | -20% | 5 | 1% | 0% | 4 | 9% | -1% | 7% |
| CCOC(=O)C(=O)NCc1ccc(/C=C2/N=C(C)C(C(=O)OCC)=C2O)o1 | 19% | 6 | 3% | 0% | 2 | 8% | 2% | -19% |
| Cc1ccc(C(NC(=O)NCCCN2CCOCC2)=C(Cl)Cl)cc1F | 8% | -75* | -11% | 1% | 0 | -3% | 3% | -3% |
| COc1ccc2c(c1OC)C(=O)OC2Nc1ccccc1S(=O)(=O)C(F)F (stereo unspecified) | -27% | -6 | 2% | -8% | -11 | 7% | -2% | 5% |

New compounds follow.
SMILES	FUS yeast rescue	DRD3 antagonist	aSyn rescue	TDP-43 yeast inh	D3 ag	EPAC2 agonist	EPAC2 antagonist	Abeta yeast res
COc1cccc(C2C(C(=O)c3ccc(C)o3)=C(O)C(=O)N2c2cc(C)on2)c1 (stereo unspecified)	?	-13	-6%	-18%	-1	-9%	-14%	-4%
CCC(C)(C)c1ccc(OCCCC[n+]2ccccc2)c(C(C)(C)CC)c1	32%	-5	-34%[inhibitor]	14µM*	-4	-5%	-24%	-51%[inhibitor]
COCCn1c(C)cc(O)c(C(c2cccc(F)c2)N2CCN(c3ccccc3)CC2)c1=O (stereo unspecified)	1%	.	.	17%	-11	.	.	8%
CC(=O)Nc1ccc(NC(=O)C2CCN(S(C)(=O)=O)CC2)cc1	-14%	45	-3%	15%	6	-5%	7%	1%
O=C(Nc1ccc2ccccc2n1)c1ccc(Cl)cc1	2%	-4	-4%	?	10	7%	2%	2%
COC(=O)CCC(=O)OC1(C)C(=O)C2=CN(c3ccccc3)C(c3ccc(OC)cc3)=CC2=C(Br)C1=O (stereo unspecified)	?	0	-15%	-58%[inhibitor]	8	-3%	-1%	-70%[inhibitor]
COc1cc(NC(=O)CS(=O)(=O)c2ccccc2)cc(OC)c1OC	-19%	0	-21%	-17%	-3	3%	8%[57.1 µM]	10%
CCc1occc(=O)c1Oc1cc(NN2CCCCC2)c([N+](=O)[O-])cc1[N+](=O)[O-]	5%	-26	2%	5%	-29	-1%	-7%	1%
